BL2 CD40 inh = inhibitors of CD40-induced NF-kB signaling, primary screen, BL2 cells, luciferase reporter, single point | actives 0.94% (n = 83,000) | inhibition, % at 10 µM | CD40L-induced, 4 h;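 active means mean inhibition of at least 50% with a set share of replicates also reaching that level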;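 further: 0% = neutral control wells and 100% = IKK inhibitor VII at 50 µM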
* marks the source's active call; other numbers are inactive results; & = joins results of further samples; [ ] = remark or other dose. Not all compounds are listed; count on the stated rates, not on these rows.

A first look, 6 compounds:
SMILES	BL2 CD40 inh
CCOC(=O)N1CCC(NC(=O)C2CCCN(S(=O)(=O)c3cccnc3)C2)CC1 (stereo not given)	1.7
COCCNC(=O)CN(C)S(=O)(=O)c1ccc(Br)cc1	18.1
COc1cc(C)c2sc3ccccc3c(=O)c2c1NCCN(C)C	-127.7
CCOC(=O)c1c(NC(=O)C2C3C=CC(C3)C2C(=O)O)sc2c1CCCC2 (stereo not given)	1.6
CCOC(=O)Cc1csc(NC(=O)C(C)(C)C)n1	-42.9
COc1ccc(-c2ccc([C@@H]3[C@@H](CO)N4C(=O)CN(C(=O)Cc5ccccn5)C[C@@H]34)cc2)cc1	-1.3[25 µM]

The list itself, from the first entry:
SMILES	BL2 CD40 inh
CCOC(=O)N1CCC(NC(=O)C2CCCN(S(=O)(=O)c3cccnc3)C2)CC1 (stereo not given)	1.7
COCCNC(=O)CN(C)S(=O)(=O)c1ccc(Br)cc1	18.1
COc1cc(C)c2sc3ccccc3c(=O)c2c1NCCN(C)C	-127.7
CCOC(=O)c1c(NC(=O)C2C3C=CC(C3)C2C(=O)O)sc2c1CCCC2 (stereo not given)	1.6
CCOC(=O)Cc1csc(NC(=O)C(C)(C)C)n1	-42.9
COc1ccc(-c2ccc([C@@H]3[C@@H](CO)N4C(=O)CN(C(=O)Cc5ccccn5)C[C@@H]34)cc2)cc1	-1.3[25 µM]
FC(F)(F)c1nc(-c2ccccc2)ncc1-c1nnnn1-c1ccccc1	29.7
O=c1[nH]c(CSc2ccccn2)nc2ccccc12	-21.3
CC1CCCCN1C(=O)c1cc2nc(-c3ccccc3)cc(-c3ccccc3)n2n1 (stereo not given)	-0.3
O=C(Oc1ccc(-c2nnco2)cc1)C1CCN(C(=O)c2ccc(F)cc2)CC1	9.1
CC(=O)Nc1ccc2c(c1)CC(=O)N(C)C[C@@H](C)[C@H](CN(C)C)O2	-1.4
CCCc1cc(=O)n2[nH]c(C)cc2n1	24.4
Cc1ccc(CCNC(=O)C2CCCN(S(=O)(=O)c3c(C)noc3C)C2)cc1 (stereo not given)	2.8
COCCNC(=O)Cn1cc(C(=O)c2ccco2)c2ccccc21	-0.2
Cc1ccccc1N1CCN(C2CCCN(C(=O)c3noc4c3CCCC4)C2)CC1 (stereo not given)	5.4
CC(C)N(C[C@H]1[C@@H](c2ccccc2)[C@@H](CO)N1CC1CC1)C(=O)C1CCC1	-10.2[25 µM]
NC(=O)N/N=C/c1ccc(-c2cccc(C(F)(F)F)c2)o1	-29.3
O=C1CCCCCN1Cc1ccccc1	5.4
C[C@@H]1CN([C@H](C)CO)C(=O)c2cc(NC(=O)CCC(F)(F)F)ccc2O[C@@H](C)CCCCO[C@@H]1CN(C)C(=O)c1ccncc1	-19.7[25 µM]
N#C[C@H]1[C@@H](c2ccccc2)[C@@H](CO)N1S(=O)(=O)c1ccc(-c2ccccc2)cc1	30.3[25 µM]
Cc1nnnn1/C(=C\c1ccccc1)C(=O)OCC(=O)NC1CCCCC1	48.3
COc1ccc(CNC(=O)C2CCN(C(=O)c3ccco3)CC2)cc1	0.6
COCC(=O)N1[C@@H](CO)[C@H](c2ccccc2)[C@@H]1CN(C)C(=O)c1cccnc1	4.5
C/C(NC(=O)c1cccs1)=C1\C(=O)C[C@@H]2[C@H]1C2(C)C	-11.1

An excerpt from above in order of heavy-atom count, largest number first:
SMILES	BL2 CD40 inh
CC1CCCCN1C(=O)c1cc2nc(-c3ccccc3)cc(-c3ccccc3)n2n1 (stereo not given)	-0.3
O=C(Oc1ccc(-c2nnco2)cc1)C1CCN(C(=O)c2ccc(F)cc2)CC1	9.1
Cc1ccc(CCNC(=O)C2CCCN(S(=O)(=O)c3c(C)noc3C)C2)cc1 (stereo not given)	2.8
CCOC(=O)c1c(NC(=O)C2C3C=CC(C3)C2C(=O)O)sc2c1CCCC2 (stereo not given)	1.6
CC(=O)Nc1ccc2c(c1)CC(=O)N(C)C[C@@H](C)[C@H](CN(C)C)O2	-1.4
NC(=O)N/N=C/c1ccc(-c2cccc(C(F)(F)F)c2)o1	-29.3
COCCNC(=O)CN(C)S(=O)(=O)c1ccc(Br)cc1	18.1

Additional structures.
SMILES	BL2 CD40 inh
CCn1c(C)nc2cc(C(=O)NNC(=S)NC(=O)c3ccc(OC)cc3)ccc21	1.4
Clc1ccc2nc(-c3ccccn3)c(Nc3ccc4c(c3)OCO4)n2c1	-17.4
CCCCCCNS(=O)(=O)c1nc2nc(C)cc(C)n2n1	3.7
CCCNC(=O)N1CC2(C1)CN(C(=O)Nc1ccc(F)cc1)[C@@H](CO)c1[nH]c3cc(OC)ccc3c12	-10.3[25 µM]
Cc1ccc(-c2ccc([C@H]3[C@H](CO)N4CCCCN(Cc5cncnc5)C[C@@H]34)cc2)cc1	-7.9[25 µM]
COc1cc(C(=O)Nc2ccc(NC(C)=O)cc2)ccc1OCc1ccccc1	5.8
CC1(C(=O)O)CCCN(C(=O)/C=C/c2ccccc2)C1 (stereo not given)	4.3
CCOC(=O)C1(Cc2ccccc2)CCN(Cc2ccc(C)s2)CC1	4.8
COCCCNC(=O)c1csc([C@H]2C[C@H](O)[C@@H](CO)O2)n1	3.5
C[C@H]1CCCCO[C@H](CN(C)C(=O)NC2CCCCC2)[C@@H](C)CN([C@@H](C)CO)C(=O)c2cc(N(C)C)ccc2O1	21.8[25 µM]
CCOC(=O)c1c(C)[nH]c(C(=O)OCc2csc(CC(=O)Nc3ccccc3C)n2)c1C	4.6
Cc1nc(N)sc1C(=O)N/N=C/c1ccco1	-15.0
Cc1nn(-c2ccccc2)c(C)c1C(=O)OCC(=O)NC12CC3CC(CC(C3)C1)C2	-18.5
Cc1ccc(S(=O)(=O)N2[C@@H]3CNC[C@H]2C3c2ccc(-c3cccc(F)c3)cc2)cc1 (stereo not given in full)	-3.0&-7.7
O=C(Nc1ccc(N2CCOCC2)c(Cl)c1)c1ncn[nH]1	-62.9
CC(=O)c1c(C)[nH]c(C(=O)CN2C(=O)NC3(CCCCC3C)C2=O)c1C (stereo not given)	10.7
Cc1nc(CCNC(=O)c2cccs2)cs1	3.0
O=C(CC12CC3CC(CC(C3)C1)C2)NCc1ccncc1	-9.6
Cc1nc(NCC2CCCO2)c2nnn(Cc3c(F)cccc3Cl)c2n1 (stereo not given)	-5.2
COCC(=O)Nc1ccc2c(c1)C(=O)N(C)C[C@@H](OC)[C@H](C)CN[C@H](C)CO2	1.4
COc1ccc(CCn2c(C)c(C(C)=O)c(C(C)=O)c2C)cc1OC	11.2
O=C(/C=C/c1cn(-c2ccccc2)nc1-c1ccc2c(c1)OCCO2)NCCCN1CCOCC1	19.3
COC(=O)C1CSC(C(=O)OC)N1C(=O)Nc1ccccc1 (stereo not given)	4.9
N#Cc1ccccc1OCC(=O)Nc1cccc(S(=O)(=O)N2CCCC2)c1	1.6
CCOC(=O)C1CCCN(C(=O)c2ccc(C(F)(F)F)nc2C)CC1 (stereo not given)	1.2
O=CNc1cc(-c2ccccc2)cn2c(-c3ccc(F)c(Cl)c3)cnc12	-23.1
FC(F)(F)c1cc(-c2cccs2)n[nH]1	8.8
Cc1nc2cccc(C(=O)Oc3ccc([N+](=O)[O-])cc3)c2o1	-5.5
COc1ccccc1OCCCn1cc(C#N)c2ccccc21	-12.9
C[C@@H]1CN([C@H](C)CO)C(=O)c2c(c3ccccc3n2C)-c2ccccc2CO[C@@H]1CN(C)C(=O)Nc1ccc2c(c1)OCO2	33.5[25 µM]
CC(=O)N1CCCCN2[C@H](CO)[C@H](c3ccc(Br)cc3)[C@H]2C1	-10.5[25 µM]
Cc1cnc(NS(=O)(=O)c2ccccc2)c(C)n1	8.5
CC(NC(=O)C(=O)c1cn(CC(=O)N2CCCC2)c2ccccc12)c1ccccc1 (stereo not given)	0.1
Cc1ccccc1CNC(=O)C(=O)NCCC1CCCCN1S(=O)(=O)c1ccccc1 (stereo not given)	11.8
Cn1c(COc2ccc(Cl)cc2)nnc1SCc1ncc(-c2ccccc2)o1	0.2
CS(=O)(=O)c1ccc(C(=O)OCC(=O)NC(=O)C2COc3ccccc3O2)cc1[N+](=O)[O-] (stereo not given)	94.9*
CN(C)S(=O)(=O)Nc1ccc2c(c1)OCO2	2.8
CCCC(=O)N1CC2(CN(C(=O)C3CC3)C2)c2c(n(C)c3cc(OC)ccc23)[C@H]1CO	5.0[25 µM]
Cc1cccc2cc(/C=N/NC(=O)c3ccncc3)c(Cl)nc12	6.8
Cc1nc(CN(C)C(=O)C2CCC(=O)N(CCc3cccc(F)c3)C2)cs1 (stereo not given)	11.0
Cc1cnc(C(=O)OC(C(=O)c2ccccc2)c2ccccc2)cn1 (stereo not given)	8.3
CCOc1ccc(CN(C(=O)c2ccccn2)c2ccc(OC)c(Cl)c2)cc1	-28.1
Cc1sc2nc(CN3CCCC3)nc(N3CCN(C(=O)c4ccco4)CC3)c2c1C	3.3
COC(=O)c1sc2nc(C)nc(SCC(=O)N3CCC(C(=O)O)CC3)c2c1C	6.3
COc1ccc(-c2nnc(C)c3nocc23)cc1	14.2
CCOC(=O)N1CCC(N2CCN(Cc3ccc(C)o3)C(CCO)C2)CC1 (stereo not given)	0.1
CN1CC(=O)NC1=NC(=O)C12CC3CC(CC(C3)C1)C2	5.5
Cc1ccc(NC(=O)C/C(N)=N/OC(=O)Nc2cccc(Cl)c2)cc1	-12.8
c1ccc2c(c1)CC(CN1CCNCC1)O2 (stereo not given)	4.2
Cn1c(=O)oc2cc(S(=O)(=O)N3CCOCC3)ccc21	7.6
C[C@@H]1CN([C@H](C)CO)C(=O)Cc2cc(N(C)C)ccc2O[C@H]1CN(C)C(=O)NC1CCCCC1	4.9[25 µM]
OCCNc1ncnc2c1ncn2[C@H]1CN(Cc2ccncc2)C[C@@H](CO)O1	2.6
COC(=O)[C@H](CCSC)NC(=O)Nc1ccc(C(C)C)cc1	-12.8
N#C[C@@H]1[C@@H](c2ccccc2-c2ccccc2)[C@@H](CO)N1C(=O)NC1CCCC1	53.3*[25 µM]
O=C(CN1C(=O)c2ccc([N+](=O)[O-])cc2C1=O)Nc1nnc(C2CC2)s1	2.4
O=C(Nc1cscc1S(=O)(=O)c1ccccc1)c1ccccc1Cl	0.8
CCCc1nn(C)c(C(=O)Nc2ccc3ccccc3c2)c1Cl	-99.3
O=C(NNC(=O)c1cccc(Cl)c1)NNC(=O)c1cccc(Cl)c1	7.3
CN(C)CC(=O)N1[C@@H](CO)[C@@H]2c3ccccc3N(C(=O)Cc3ccccc3)C[C@@H]21	7.9[25 µM]
CC(C)(CO)NC12CC3CC(CC(C3)C1)C2	10.4

Other compounds follow.
SMILES	BL2 CD40 inh
Cc1cccc(-c2nc3ccccc3c3nncn23)c1	1.3
CCOc1ccc(NS(=O)(=O)c2cc(NC(=O)CCNC(=O)c3ccco3)ccc2OC)cc1	-4.0
Cc1cccc(NC2CNC(=O)NC2=O)c1 (stereo not given)	1.6
c1ccc2c3nnc4n(c-3nc2c1)CCCS4	-14.5
COc1ccc(OC)c(NC(=O)c2ccc(CN3CCOCC3)cc2)c1	-7.8
COC(=O)c1n[nH]nc1-c1ccccc1	11.1
COC(=O)Cn1c(C)c(C#N)c2ccccc21	-2.5
O=C(NC1CCCc2ccccc21)C1CCN(S(=O)(=O)c2cnc[nH]2)CC1 (stereo not given)	-4.3
COc1ccc2c3c([nH]c2c1)[C@@H](CO)N(Cc1ccncc1)CC31CN(C(=O)CN(C)C)C1	-1.9[25 µM]
O=C(CCC(=O)c1cccs1)OCC(=O)c1ccc(Cl)s1	3.2
Cc1nn(C)cc1CN(C)C(=O)c1ccc(OC2CCN(Cc3ccccn3)CC2)cc1	-9.6
O=C(Cc1cccs1)N1CCN=C1SCc1cccc(F)c1	2.3
N#C[C@@H]1[C@H](c2ccccc2-c2cccc(F)c2)[C@H](CO)N1C(=O)C1CCC1	10.7[25 µM]
CCN(CC)CCOC(=O)c1ccc(NC(=O)CSc2nnc(-c3cccs3)n2CC)cc1	4.9
O=C(C[C@@H]1C[C@H]2c3cc(NS(=O)(=O)c4ccccc4)ccc3O[C@H]2[C@H](CO)O1)NC1CCCCC1	4.0
CCN(C(=O)COC(=O)c1oc2ccc(OC)cc2c1C)C1CCS(=O)(=O)C1 (stereo not given)	-7.0
CCOC(=O)N1CCC(c2cc(=O)n(-c3ccccc3)[nH]2)CC1	1.4
CC1CCC2(CC1)NC(=O)N(NC(=O)CCc1c[nH]c3ccccc13)C2=O (stereo not given)	4.3
CN1C(=O)c2cc(NC(=O)C3CCC3)ccc2OC[C@@H]2O[C@@H](CC(=O)NCc3ccccc3F)CC[C@@H]21	1.9
CC(C)C(NC(=O)c1cccnc1)C(=O)O (stereo not given)	7.3
Cc1nnc2n1N=CC=C(c1ccccc1)S2	13.0
CC1(C)OC1(C#N)c1ccccc1 (stereo not given)	5.0
O=C(C1CC1)N1CCN(c2ccnc3cc(Cl)ccc23)CC1	12.6
COCC(=O)N1C[C@@H]2[C@H](c3ccccc31)[C@H](CO)N2C(=O)C1CCCCC1	9.2

Reformatted with each value named: 2 of the compounds above.
> CCOC(=O)N1CCC(c2cc(=O)n(-c3ccccc3)[nH]2)CC1
- BL2 CD40 inh = 1.4
> CCN(CC)CCOC(=O)c1ccc(NC(=O)CSc2nnc(-c3cccs3)n2CC)cc1
- BL2 CD40 inh = 4.9

Continued.
SMILES	BL2 CD40 inh
CN1C(=O)c2cc(NC(=O)Nc3ccccc3Cl)ccc2OC[C@H]2O[C@H](CC(=O)O)CC[C@@H]21	-11.2[25 µM]
Cc1ccc(S(=O)(=O)N(C)C[C@H]2OCc3cnnn3CCCC(=O)N([C@H](C)CO)C[C@@H]2C)cc1	4.6
COc1ccccc1N1CCN(C2CCCN(C(=O)C3=NN(C)C(=O)CC3)C2)CC1 (stereo not given)	10.6
O=C(CCN1CCCCC1)N[C@@H]1CC[C@H](CCn2cc(-c3cccc(F)c3)nn2)O[C@@H]1CO	8.8[25 µM]
CCN(CC)S(=O)(=O)c1cc(OC)c(Cl)cc1OC	11.5
O=C(CCc1ccc(S(=O)(=O)NC2CCCCC2)cc1)Nc1ccccc1	-6.3
C[C@@H]1CN([C@H](C)CO)C(=O)CCCn2cc(nn2)CO[C@@H]1CN(C)S(=O)(=O)c1ccc(Oc2ccccc2)cc1	2.8
C[C@@H]1CN([C@@H](C)CO)C(=O)CCCn2cc(nn2)CO[C@@H]1CN(C)C(=O)Nc1ccnc(N2CCOCC2)c1	-0.1[25 µM]

Compound activity deposited in PubChem by Broad Institute.
